Cneo AK release – causes C. neoformans cell lysis | AID 651654 | lysis activity, % at 15 µM | 360,000 compounds, 0.2% hits | adenylate kinase release luminescence, 4 h; normalised: neutral wells 0, clomiphene wells 100;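 active means mean lysis activity across replicates of at least 80%, whatever share of replicates individually reach that level; inactive means mean lysis activity below 80%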
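Assay system: log-phase C. neoformans yeast / Quantity: yeast cell density of 5 × 10^6 cells/mL / Medium: fresh YPD growth medium / Compound: single dose / Timing: static 4 h at 37 °C with compound, 1 h detection / Measured by: adenylate kinase release luminescence / Read-out: lysis from increased AK signal / Benchmarks: Clomiphene as positive lysis control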
PglD inh – blocks C. jejuni PglD acetyltransferase activity. 360,000 compounds, 0.098% hits. inhibition, % at 12.5 µM. AID 602405. purified PglD enzyme, DTNB colorimetric CoA detection; in the data active means inhibition above about 16%, passing the limit was not always enough; further: strong numbers were not always called active
miR122 inh – miR-122 inhibition in Huh7 cells. Huh7 miR-122 Renilla luciferase sensor, 48 h; neutral wells = 0, positive control = 100. activation (reporter increase), % at 12.5 µM. 340,000 compounds, 0.3% hits. AID 602342;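 active means mean replicate activation score at least 90 and every replicate individually at or above 90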;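 further: higher luciferase means less miR-122 activity so hits act as miR-122 inhibitors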
FN deposition inh – fibronectin deposition inhibition; 350,000 compounds, 0.086% hits; AH1F fibroblasts, Alexa488-fibronectin deposition fluorescence, overnight; AID 743247; inhibition, % at 12.6 µM;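 active means mean inhibition across replicates of 30% or more, regardless of how many single replicates reach that level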;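 further: positive control wells lacked labelled fibronectin entirely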
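Material: AH1F fibroblasts assembling fluorescent fibronectin matrix; amount: 10000 AH1F cells/well; medium: DMEM, 2% serum; reagent: Alexa488-fibronectin, 24 nM final in well; dosing: single compound dose, delivered by pin transfer; incubation: 1 h adhesion, overnight exposure; detection: fluorescence after three HBSS washes, excitation 485 nm, emission 525 nm; measure: fibronectin deposition inhibition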
C2C12 statin – protects C2C12 myotubes from simvastatin toxicity. ATP luminescence, 48 h; scaled: DMSO 0, geranylgeraniol control 100. rescue of ATP level, % at 7.49 µM. 330,000 compounds, 0.78% hits;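 active means mean ATP rescue above about 67%, or every replicate alone reaching that limit, limit read from the data, passing the limit was not always enough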;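 further: myotubes were challenged with 10 µM simvastatin during compound exposure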
CFTR F508del cor – correctors of CFTR F508del function in bronchial epithelial cells | CFBE cells, YFP halide quenching; stimulated with forskolin plus potentiator P3; % fluorescence drop versus neutral controls | activity (quench increase), % at 7.58 µM | 350,000 compounds, 0.36% hits | AID 720511;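 active means mean added fluorescence quench of at least 8% versus neutral control, with both replicates also reaching 8%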;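 further: cells transiently co-express mutant CFTR-F508del with the halide-sensitive YFP; corrector assay measuring rescue of mutant channel to the surface after 24 h compound exposure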
INS-1E GSIS act – primary screen for activators of insulin secretion dependent on glucose, INS-1E cells, GLuc reporter luminescence | INS-1E GLuc reporter insulin secretion, 2-3 h | activation, % at 16.6 µM | 370,000 compounds, 0.61% hits;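 active means lowest replicate activation of at least 40%, so every replicate reaches that level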;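 further: 0% = median of neutral control wells and 100% = median of IBMX positive control wells; some compounds called inactive have numbers as strong as hits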
PGC1a acetyl inh – modulators of PGC1a acetylation; inhibition, % at 15.6 µM; AID 651687; 350,000 compounds, 0.17% hits; U2OS PGC1a acetylation, AlphaScreen anti-acetyl-lysine; with virally co-expressed GCN5 acetyltransferase;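 active means every replicate shows inhibition of at least 40%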;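 further: 0% = neutral control wells and 100% = positive control wells; some results beyond the cut were filed as inactive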
* marks the source's active call; other numbers are inactive results; nt = no result given; & = joins results of further samples; [ ] = remark or other dose.

compound | Cneo AK release | PglD inh | miR122 inh | FN deposition inh | C2C12 statin | CFTR F508del cor | INS-1E GSIS act | PGC1a acetyl inh
COc1cccc(CN2CC3(CCN(S(C)(=O)=O)CC3)c3c(n(C)c4cc(OC)ccc34)[C@@H]2CO)c1 | nt | nt | nt | -1 | nt | 1.7 | 15 | 1
CCCC(O)(c1ccc(Br)cc1)C(CN1CCOCC1)c1ccc(Cl)cc1 (stereo not given) | 8 | -2 | -5 | -1 | 5 | 2.3 | -4 | 5
CNC[C@@H]1Oc2ccc(NS(=O)(=O)c3ccc(Cl)cc3)cc2C(=O)N([C@H](C)CO)C[C@@H]1C | 1&3 | 2&5 | 4[16.7 µM] | 3 | -7&6 | 2.0&0.3 | -1&-10 | 2
CN(C)c1ccc(C(=O)OCC(=O)Nc2ccc(S(N)(=O)=O)cc2)cc1 | 3 | 0 | nt | nt | 12 | nt | 15 | nt
COc1ccc(NC(=O)CNS(=O)(=O)c2ccc(Cl)cc2)cc1OC | 0 | 0 | -3 | nt | nt | nt | -5 | 4
O=C(COC(=O)c1ccccc1NC(=O)c1ccccc1)c1cccc([N+](=O)[O-])c1 | nt | nt | -1 | 6 | 1 | nt | 69* | nt
CC(=O)Nc1ccc(C23CC4CC(CC(C4)C2)C3)cc1 | -5 | -1 | -8 | -5 | 14 | -1.2 | -13 | 2
CN(C)S(=O)(=O)c1ccc(S(=O)(=O)NCc2ccc3c(c2)OCO3)cc1 | 1 | 1 | 7 | 0 | 14 | 0.7 | -15 | 0
CCCNC(=O)/C=C/c1ccc(S(=O)(=O)Nc2ccccc2OC)cc1 | 1 | 5 | 0 | -1 | 4 | -0.4 | -2 | 6
C[C@H](CO)N1C[C@H](C)[C@@H](CN(C)S(=O)(=O)c2ccc(Cl)cc2)OCCCC[C@H](C)Oc2ccc(NC(=O)c3ccncc3)cc2C1=O | 3 | 2 | 0[16.7 µM] | 2 | nt | 0.4 | -12 | -15
Cc1cccc(NC(=O)C2CCN(S(=O)(=O)c3cccs3)CC2)c1 | 2 | -3 | -4 | -7 | 6 | nt | nt | -16
O=C(CSc1nnc(SCc2ccccc2Cl)s1)N/N=C/c1c[nH]c2ccccc12 | nt | 5 | 0 | -3 | nt | nt | -23 | -4
COc1ccc(Cl)cc1NC(=O)CSc1cccc[n+]1[O-] | 0 | 2 | 2 | 1 | 1 | -1.0 | -7 | nt
Cc1nn(-c2ccccc2)nc1C(=O)OCC(=O)N1CCCCC1C (stereo not given) | 0 | 2 | nt | 15 | 2 | 0.6 | 2 | nt
CCC(=O)OC1(C(C)=O)CCC2C3CCC4=CC(=O)CCC4(C)C3CCC21C (stereo not given) | 1 | 0 | 8 | -4 | 4 | 3.1 | -23 | 7
Cc1cccc(C(=O)N2CCN(c3ccccn3)CC2)c1 | 5 | -8 | 1 | nt | 4 | nt | nt | -3
CCCCc1c(O)nc(SCC(=O)Nc2cccc3ccccc23)n(-c2ccccc2OC)c1=O | 0 | 8 | -2 | 9 | 17 | -0.5 | -11 | nt
COc1ccc(CN2CCN(C(=O)c3cc(OC)c(OC)c(OC)c3)CC2)cc1OC | nt | nt | 6 | nt | 4 | 2.1 | 1 | -4
Cc1ccc(C(C(=O)NC2CCCC2)N(CCCO)C(=O)Cn2nnc(-c3ccc(C)o3)n2)cc1 (stereo not given) | nt | nt | 16 | -1 | -9 | -0.1 | -1 | nt
C[C@@H]1CN([C@@H](C)CO)S(=O)(=O)c2ccc(C#CCN(C)C)cc2O[C@H]1CN(C)Cc1ccncc1 | -6 | 12 | -21[16.7 µM] | nt | -37 | -2.0 | 15 | -1

The closing two entries of the part before lead into the next:
compound | Cneo AK release | PglD inh | miR122 inh | FN deposition inh | C2C12 statin | CFTR F508del cor | INS-1E GSIS act | PGC1a acetyl inh
Cc1ccc(C(C(=O)NC2CCCC2)N(CCCO)C(=O)Cn2nnc(-c3ccc(C)o3)n2)cc1 (stereo not given) | nt | nt | 16 | -1 | -9 | -0.1 | -1 | nt
C[C@@H]1CN([C@@H](C)CO)S(=O)(=O)c2ccc(C#CCN(C)C)cc2O[C@H]1CN(C)Cc1ccncc1 | -6 | 12 | -21[16.7 µM] | nt | -37 | -2.0 | 15 | -1
CCO/N=C(\N)c1[nH]ncc1Br | -8 | -7 | -4 | 7 | 2 | -0.6 | 2 | 3
C=COC(=O)c1sc2nc(C)cc(C)c2c1N | nt | nt | nt | -6 | 4 | 1.6 | nt | -8
CC(=O)N=C1SC2CS(=O)(=O)CC2N1c1cccc(Cl)c1Cl (stereo not given) | 6 | nt | -7 | nt | 3 | nt | 11 | -6
O=C(Nc1ccc(F)cc1)N1CCCCN2[C@H](CO)[C@H](c3ccc(-c4ccccc4F)cc3)[C@H]2C1 | 4 | 0 | -3[16.7 µM] | nt | nt | -0.4 | nt | -41
CC(C)C(=O)N/N=C/c1ccc(OCc2ccccc2)cc1 | 1 | -3 | 0 | nt | nt | nt | nt | 0
COc1ccc(S(=O)(=O)NC2CCCC2)cc1Cl | -1 | 3 | 31 | 5 | 10 | -1.6 | 21 | -2
COc1ccc(S(=O)(=O)Nc2ccc3c(c2)C(=O)N([C@H](C)CO)C[C@H](C)[C@@H](CN(C)C(=O)CCC(F)(F)F)OCCCC[C@H](C)O3)cc1 | -1 | -2 | -6[16.7 µM] | nt | nt | -0.5 | -19 | -2
CCCc1nc2c(C)cc(Br)cn2c1Cc1cccc(F)c1 | 16 | 1 | 2 | 0 | -2 | 3.8 | 10 | 4
CC(=O)c1c(NC(=O)c2ccccc2)[nH]c(-c2ccccc2)nc1=S | nt | nt | -2 | -1 | nt | 0.3 | 13 | -32
Cc1ccc(S(=O)(=O)Nc2ccc3c(c2)C(=O)N([C@@H](C)CO)C[C@H](C)[C@@H](CN(C)C(=O)Nc2ccccc2)OCCCC[C@H](C)O3)cc1 | 4 | 1 | 12[16.7 µM] | nt | nt | -0.3 | -8 | 0
CC(C)NC(=O)N(C)C[C@@H]1OCCCC[C@@H](C)Oc2ccc(NS(C)(=O)=O)cc2C(=O)N([C@@H](C)CO)C[C@H]1C | 0 | 9 | 1[16.7 µM] | nt | nt | 1.9 | 10 | -1
COc1ccc(OC)c(/C=N/NC(=O)CCCC(=O)Nc2cccc(Br)c2)c1 | -1 | 1 | 7 | nt | 19 | 3.0 | -19 | -13
CCOC(=O)N1CCC(N(CCN(C)C)C(=S)Nc2ccccc2OC)CC1 | -1 | -2 | -6 | 0 | nt | 0.4 | 0 | 2
CC(C)Oc1cccc(C(=O)Nc2ccccc2N2CCOCC2)c1 | 1 | -5 | 7 | 16 | 19 | nt | nt | 0
C[C@@H]1CN([C@@H](C)CO)C(=O)c2cccc(NC(=O)Nc3ccc4c(c3)OCO4)c2O[C@@H]1CN(C)Cc1ccc(C(=O)O)cc1 | -1 | 3 | 2[16.7 µM] | 3 | nt | 2.9 | 7 | 2
CSc1nc2ccsc2c(=O)n1-c1cccnc1 | 0 | 1 | 1 | nt | 2 | 1.2 | -1 | 7
CC(=O)N1c2c(cc(Br)cc2S(=O)(=O)NCc2cccnc2)CC1C (stereo not given) | -1 | -3 | 32 | 2 | 5 | nt | 14 | 0
Cc1ccc(S(=O)(=O)Nc2ccc3c(c2)C(=O)N([C@H](C)CO)C[C@H](C)[C@H](CN(C)Cc2ccncc2)OCCCC[C@@H](C)O3)cc1 | -2 | 9 | -3[16.7 µM] | -16 | nt | -0.9 | 3 | 3
CC=Cc1ccc2n(c1=O)C[C@@H]1[C@@H](CO)[C@H](C(=O)NCC)[C@H]2N1CCC(F)(F)F (mixture of isomers) | -3 | 0 | 1[16.7 µM] | nt | 13 | -0.5 | 13 | 6
COc1ccc(CCNC(=O)C(NS(=O)(=O)c2cccc3nsnc23)C(C)C)cc1OC (stereo not given) | 3 | -2 | -1 | 18 | 3 | 2.1 | 14 | 3
CC(c1ccco1)N(C(=O)Nc1ccc(Cl)cc1)c1ccccn1 (stereo not given) | -3 | -1 | 1 | nt | 124* | nt | nt | -2
COc1ccc(N(CC(=O)N/N=C/c2ccco2)S(=O)(=O)c2ccccc2)cc1 | 0 | -1 | 0 | nt | 5 | nt | nt | -2
CC(=O)Nc1sc(C)c(C)c1C(=O)Nc1ccc(C)cc1 | 0 | -6 | 0 | -5 | 17 | nt | -16 | 4
Cn1nccc1C(=O)NC(=S)Nc1cc(Cl)cc(Cl)c1 | -2 | 3 | 31 | -3 | -11 | -3.0 | 1 | 3
CCCC(=O)Nc1ccc2c(c1)C(=O)N(C)C[C@H](OC)[C@H](C)CN(CC1CCCC1)[C@H](C)CO2 | -3 | 1 | nt | -1 | -7 | -2.3 | 7 | 2
C/C(=N\NC1=NCCN1)c1ccc(N)c([N+](=O)[O-])c1 | nt | nt | nt | 3 | -5 | 0.1 | 6 | nt
O=C(O)c1ccccc1C(=O)NNc1ccc(Cl)cc1 | 3 | 5 | 7 | -13 | 12 | nt | 14 | -43
CCC(C)[C@H]1CNCCN1CC1(c2ccccc2)CC1 (stereo not given in full) | 3 | 1 | -4 | -6 | 6 | 3.1 | -37 | -14
CN1CCC(=NNC(=O)C(=O)Nc2ccc(F)cc2)CC1 | 1 | 4 | 3 | 4 | 6 | 0.8 | 11 | 15
COC(=O)c1ccccc1Sc1c(/C=N/OCc2ccc(Cl)cc2)c(C(F)(F)F)nn1C | -1 | 3 | -1 | nt | 18 | nt | nt | 7
CCCC#Cc1ccc([C@H]2[C@H]3CN(C(=O)c4cccnc4)CC(=O)N3[C@H]2CO)cc1 | nt | nt | nt | 2 | nt | -1.7 | -3 | 5
O=C(NCCc1c[nH]c2ccccc12)c1ccc([N+](=O)[O-])o1 | -3 | 5 | 2 | -9 | 36 | -8.5 | 0 | -2
CCCOc1ccc(N2C(=O)CC(N(CCc3ccc(OC)cc3)C(=O)c3cccc(F)c3)C2=O)cc1 (stereo not given) | -5 | 11 | 3 | nt | 5 | nt | -33 | -2
CCN1CCN(c2cc(C)c3cc(NC(=O)CCC(=O)N4CCN(c5ccccc5)CC4)ccc3n2)CC1 | 1 | 3 | -5 | 6 | -22 | -0.7 | 4 | nt
COc1ccccc1OCCC(=O)OCC(=O)c1c(N)n(C)c(=O)n(C)c1=O | -1 | -1 | 1 | 9 | -5 | 0.0 | 9 | nt
C=CCC1Cc2c(cccc2[N+](=O)[O-])C(CC=C)N1 (stereo not given) | nt | nt | nt | 0 | nt | -5.0 | 16 | -6
CN(C)C(=O)c1ccc(-c2ccc([C@@H]3[C@H]4CN(C(=O)C5CCC5)CC(=O)N4[C@H]3CO)cc2)cc1 | nt | nt | nt | 0 | nt | -1.8 | -10 | 10
COc1ccc(Cc2nc(-c3ccc(Br)o3)no2)cc1OC | -4 | -5 | -4 | -6 | 34 | 0.0 | 40 | 6
O=C(NC1CCCCC1)N1CC(=O)N2[C@H](C1)[C@H](c1ccc(-c3ccccc3)cc1)[C@@H]2CO | nt | nt | nt | -8 | nt | -3.0 | -10 | -10
COc1ccc(/C=N/NC(=O)C(=O)N2CCCCCC2)cc1[N+](=O)[O-] | 1 | 1 | -6 | -8 | 16 | -1.4 | 15 | 29

Bioassay records deposited in PubChem by Broad Institute.
